Pin1 inh = blocks the human prolyl isomerase Pin1; Q13526; Pin1 FP peptide displacement, HiFluor488, 10 min; Potency, µM (highest dose often 115 µM), for inactives: at the highest dose activity, negative = inhibition, actives largely listed as inhibitors; hit rate 0.009% among 390,000; AID 504891; active = well fitted inhibition curve with a large enough effect in the polarisation, with a control signal flat, not every such curve was filed as active; inconclusive = small, poorly fitted or top-dose-only effect, or effect the other way, or a change in a side signal; inactive = no such curve, though single readings can be large or run the other way; the % refers to the polarisation; also: % is scaled to controls: 0 for no effect and ±100 for the full control effect
Target sequence (Q13526 whole entry, looked up): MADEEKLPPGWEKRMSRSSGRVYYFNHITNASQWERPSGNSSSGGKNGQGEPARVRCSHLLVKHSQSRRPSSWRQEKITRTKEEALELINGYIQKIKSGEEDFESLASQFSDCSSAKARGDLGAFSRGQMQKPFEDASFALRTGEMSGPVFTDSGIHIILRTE
GLS inhibitor = glutaminase GLS (human) inhibition; O94925; GLS enzymatic activity, qHTS titration; Potency, µM (titrated, usually from 45.5 µM), inactives show top-dose activity change, negative = inhibition, most hits filed as inhibitors; hit rate 0.21% among 410,000; AID 624170; also: % is scaled to controls: 0 for no effect and ±100 for the full control effect
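hKGA in 45 mM KH2PO4 pH 8.2, 0.02% Tween-20 with pin-transferred compounds; 1 mM L-glutamine (stock) plus glutamate oxidase/HRP/Amplex Red coupling added. Fluorescence read initially and after 30 min at RT.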
RGS4 inhibitor = inhibitors of human regulator of G protein signaling 4; P49798; Transcreener GDP fluorescence polarization, RGS4-accelerated GTP hydrolysis; Potency, µM (series often up to 114 µM), for the others: top-dose activity change, negative = inhibition, actives largely listed as inhibitors; hit rate 0.039% among 390,000; also: % is scaled to controls: 0 for no effect and ±100 for the full control effect; nearly all actives have a fitted effect of over 75% in size; some results filed as inactive show a strong effect at the top dose
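MLSMR compounds (23 nl, pin-transferred) preincubated 10 min at room temperature with a 500nM (2x) first reagent, then RGS4 at 900nM (2x) plus Transcreener GDP mix added; fluorescence polarization (620/688 nm) read before and after 90 min at 30 °C.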
12-LOX inh = ALOX12 (human) lipoxygenase inhibition. P18054. purified 12hLO, xylenol orange hydroperoxide absorbance. Potency, µM (doses to about 108 µM), for inactives: at the top dose activity change, negative = inhibition, actives largely listed as inhibitors. hit rate 1.1% among 580,000; also: % is scaled to controls: 0 for no effect and ±100 for the full control effect
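Purified human 12hLO (150 nM final) in 25 mM Hepes, 0.01% Triton X-100, pH 7.0 was preincubated 15 min at room temperature with compound. Then 40 uM arachidonic acid was added, 30 min. Hydroperoxide was read by Fe-XO absorbance ratio 573/405 nm.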
Tb PGK inh = blocks T. brucei phosphoglycerate kinase | P07378 | PGK/GAPDH coupled, Kinase-Glo luminescence, 60 min | Potency, µM (series often up to 57.5 µM), without a hit: top-dose activity change, negative = inhibition, hits mostly inhibitors | hit rate 0.043% among 380,000; also: % is scaled to controls: 0 for no effect and ±100 for the full control effect; nearly all actives have a fitted effect of over 60% in size
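Recombinant glycosomal PGK reaction used 1,3-bisphosphoglycerate generated in-well by GAPDH (100nM final) in 100mM TEA pH 7.6, 5mM MgCl2, 0.01% Tween-20. After 60 minutes at room temperature, ATP was read by Kinase-Glo Plus luminescence end-point.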
HP1b binding inh = inhibitors of HP1-beta chromodomain binding to methylated histone tails. AlphaScreen HP1-beta / biotin-H3K9me3 peptide binding. P83916. hit rate 0.56% among 390,000. AID 540317. Potency, µM (highest dose often 114 µM), inactives show top-dose activity change, negative = inhibition, actives largely listed as inhibitors; also: nearly all actives have a fitted effect of over 70% in size; inactives centre near 23
Target sequence (P83916 whole entry, looked up): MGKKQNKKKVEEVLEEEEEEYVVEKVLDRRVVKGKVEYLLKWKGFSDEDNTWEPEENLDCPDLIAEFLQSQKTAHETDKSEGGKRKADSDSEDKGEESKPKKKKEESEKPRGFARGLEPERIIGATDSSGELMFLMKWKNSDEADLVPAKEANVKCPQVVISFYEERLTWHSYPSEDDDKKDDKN
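Compound inhibition of the preformed complex between 50 nM HP1-beta and 50 nM biotinylated H3K9me3 peptide was read by AlphaScreen. Buffer was PBS pH 7.4 with 0.01% Tween-20. Incubations ran 30 min at room temperature, with 10 ug/mL donor/acceptor beads.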
TrxR1 inh = rat TrxR1 inhibition; recombinant rTrxR1, NADPH fluorescence consumption, selenite substrate; hit rate 1% among 390,000; O89049; Potency, µM (series often up to 114 µM), for the others: top-dose activity change, negative = inhibition, usual class: inhibitors; also: % is scaled to controls: 0 for no effect and ±100 for the full control effect; nearly all actives have a fitted effect of over 65% in size
Target sequence (O89049 whole entry, looked up): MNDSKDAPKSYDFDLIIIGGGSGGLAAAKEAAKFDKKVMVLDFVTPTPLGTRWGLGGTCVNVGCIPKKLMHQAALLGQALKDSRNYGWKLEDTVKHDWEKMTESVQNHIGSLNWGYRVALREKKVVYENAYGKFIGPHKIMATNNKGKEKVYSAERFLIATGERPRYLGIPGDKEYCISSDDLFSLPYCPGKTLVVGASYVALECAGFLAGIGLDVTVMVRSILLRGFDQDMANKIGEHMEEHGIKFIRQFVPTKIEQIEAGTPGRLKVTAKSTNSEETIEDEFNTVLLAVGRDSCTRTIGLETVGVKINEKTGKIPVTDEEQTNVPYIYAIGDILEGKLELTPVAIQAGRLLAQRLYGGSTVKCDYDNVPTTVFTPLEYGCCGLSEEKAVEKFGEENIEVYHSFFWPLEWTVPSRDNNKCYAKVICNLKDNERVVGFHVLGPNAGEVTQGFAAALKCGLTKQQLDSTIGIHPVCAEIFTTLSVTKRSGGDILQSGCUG
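Rat TrxR1 (90 nM in the dispensed reagent) was pre-reduced with 400 uM NADPH for 5 min at room temperature, then incubated with compound for 15 min. After 400 uM selenite was added, NADPH fluorescence (Ex 340/Em 450 nm) was followed for 8 min.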
ERG Ets-DNA blk = ERG Ets/DNA interaction inhibition | P11308 | fluorescence polarization, His-ERG Ets domain / labelled DNA | Potency, µM (series often up to 76.9 µM), inactives show at the top dose FP activity, negative = inhibition, most hits filed as inhibitors | hit rate 0.028% among 370,000; active = well fitted inhibition curve with a large enough effect in the polarisation, with a control signal flat; inconclusive = small, poorly fitted or top-dose-only effect, or effect the other way, or a change in a side signal; inactive = no such curve, though single readings can be large or run the other way; the % refers to the polarisation;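 also: polarization taken with two DNA probes labelled with fluorescein and Texas red; % of control where 0% means no effect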
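His-tagged ERG Ets domain (1 uM in the protein solution; 300mM KCl, 50mM Tris-HCl, 1mM EDTA, 1mM DTT, pH 7.5) received compound, then a probe mix of 5 nM fluorescein-DNA and 100nM Texas-615-DNA. Fluorescence polarization was read for both dyes.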
JMJD2A Tudor inh = blocks the human JMJD2A Tudor domain. AlphaScreen JMJD2A-Tudor / H3K4me3 peptide binding. Potency, µM (series often up to 114 µM), for the others: at the top dose activity change, negative = inhibition, actives largely listed as inhibitors. hit rate 4.4% among 390,000. AID 504339; also: % is scaled to controls: 0 for no effect and ±100 for the full control effect; nearly all actives have a fitted effect of over 50% in size
* = called active by the depositor; i = inactive; u = inconclusive; x = no result given; & = joins results of further samples; ! = repeats disagree; [ ] = another dose, or the depositor's remark. Unless noted, calls follow the shape of the dose curve; as a rule, active = well fitted curve in the direction sought with a large enough effect; inconclusive = small, poorly fitted or top-dose-only effect, or another doubt; inactive = no such curve, though single readings can be large; an effect the other way counts as inactive or inconclusive. Potency is read from the fitted curve at half-maximal effect. An excerpt (hit frequency here may not be typical).

Values run as follows: Pin1 inh	GLS inhibitor	RGS4 inhibitor	12-LOX inh	Tb PGK inh	HP1b binding inh	TrxR1 inh	ERG Ets-DNA blk	JMJD2A Tudor inh
O=C(NCCCN1CCN(C2CCCCC2)CC1)Nc1ccccc1C(F)(F)F
  2%	9%	u	x	1%	5%	3%[57.1 µM]	1%	-3%
COc1ccc(C(=O)OCc2cc3cccc(C)c3[nH]c2=O)cc1
  1%	2%	1%	i	0%	37%[activator]	6%	5%	2%
O/N=C1\CCCc2ccccc21
  4%	-11%	-6%	-13%	0%	36%	15%[11.4 µM]	18%	-11%
CCCCCCSc1ccc(-c2nc3ccc(Cl)cn3c2NC2CCCCC2)cc1
  34%[activator]	-1%	-5%	-24%	i	36%	12%	5%	u
O=C(Nc1ccccc1)Nc1cccc(Cl)c1
  -13%	0%	9%	0%	-2%	34%[activator]	28%	8%	9%
CCn1c(SCC(=O)Nc2oc(-c3ccccc3)c(-c3ccccc3)c2C#N)nnc1-c1cc(OC)cc(OC)c1
  16%	8%	-48%	5%	-10%	36%	10%	5%	-29%
Cc1ccccc1C(=O)c1ccccc1C(=O)c1ccccc1
  4%	-1%	15%	-2%	-11%	61%[activator]	7%[11.4 µM]	-13%	44%[activator]
Cc1ccccc1N(C(=O)c1snc(C(N)=O)c1N)C(C(=O)NCC1CCCO1)c1ccc(N(C)C)cc1 (stereo unspecified)
  2%	0%	-26%	-25%	i	-13%	-9%	-2%	-36%
COc1ccc(C#Cc2c(-c3ccsc3)oc3ccc(-c4cc(OC)c(OC)c(OC)c4)cc23)cc1
  11%	-1%	-4%	0%	-3%	45%[activator]	24%[57.1 µM]	4%	-9%
CCOc1ccc(N(CC(=O)Nc2ccc(OC)cc2OC)S(=O)(=O)c2c(C)[nH]c(=O)[nH]c2=O)cc1
  3%	5%	25%	-18%	-2%	13%	24%	7%	-21%
COc1cc(NS(=O)(=O)c2ccc(NC(=S)Nc3ccccc3)cc2)nc(OC)n1
  2%	15%	8%	-21%	8%	33%	u	0%	-6%
O=C(Nc1ccccc1F)n1ncc2cc(Cl)ccc21
  2%	2%	46%	0%	i	4%	24%	0%	-8%
Cc1ccc(C(=O)Nc2cccc3ncccc23)cc1[N+](=O)[O-]
  -4%	2%	-8%	-27%	6%	38%	18%	-6%	11%
O=C(NC1CCCC1)C(c1c(F)cccc1Cl)N(C(=O)c1csnn1)C1CC1 (stereo unspecified)
  0%	-29%	-4%	-39%	1%	14%	0%[57.1 µM]	-1%	-5%
CCN(c1ccccc1)S(=O)(=O)c1nnc(NC(=O)COc2cccc(C)c2)s1
  -5%	11%	-18%	-20%	-10%	45%[activator]	4%	7%	-5%
Cc1cc(C)cc(NC(=S)Nc2ccccn2)c1
  1%	-4%	-34%	6.3µM*	i	15%	-16%	0%	-24%
CCC(C)N1CC23C=CC(O2)C(C(=O)OCc2ccccc2)C3C1=O (stereo unspecified)
  -9%	4%	-8%	19%	-4%	16%	-7%[57.1 µM]	7%	-11%
COc1ccc(-c2nnc(Nc3ccc(CC(N)=O)cc3)c3ccccc23)cc1
  -2%	14%	0%	-14%	-6%	17%	-13%	-3%	-13%
O=C(CCCCCn1c(=S)[nH]c2cc3c(cc2c1=O)OCO3)N1CCN(C(=O)c2ccco2)CC1
  u	-30%	u	10%	i	19%	-23%	1%	u
CCc1c(C)nc(SCC(=O)N2CCCCC2)[nH]c1=O
  -3%	0%	-22%	2%	i	75%[activator]	13%	9%	8%
Cc1cc(NS(=O)(=O)c2ccc(NC(=O)COc3ccc(Br)cc3C)cc2)no1
  -2%	15%	10%	3%	-6%	11%	23%	3%	-17%
COc1ccc(OCC(O)CNC(C)c2ccccc2)cc1 (stereo unspecified)
  -8%	-2%	9%	5%	2%	28%	17%	-8%	-15%
CCOC(=O)c1cc2c(=O)n3cccc(C)c3nc2n(Cc2ccco2)c1=NC(=O)c1ccccc1
  u	9%&20%	1%&-23%	u	8%	17%&20%	56µM*!	3%&5%	-12%&-23%
CCOc1ccc2oc(C(=O)Nc3ccc4c(c3)OCO4)c(C)c2c1
  17%	0%	6%	9%	-7%	30%	5%	12%	-15%
COc1cc(C=O)cc(Br)c1OCC(N)=O
  -5%	3%	-1%	-3%	i	21%[57 µM]	8%	10%	-11%
COc1ccc(OC)c(S(=O)(=O)Nc2ccc3[nH]c(=O)[nH]c3c2)c1
  -6%&0%	9%&33%	28%&-10%	0%&-8%	-2%	19%&35%	16%&-4%	-8%&-2%	10%&3%
O=C(O)c1cc(Br)ccc1NS(=O)(=O)c1cccc2nsnc12
  -16%	-20%	-12%	u	i	42%[activator]	-13%[57.1 µM]	-10%	-12%
Cn1c(CNS(=O)(=O)c2ccc(Cl)cc2)cc(=O)n(C)c1=O
  -5%	4%	28%[11.4 µM]	9%	-5%	18%	20%	2%	-11%
COC(=O)c1c(C(=O)c2ccc(Br)cc2)n(C)c2ccccc12
  2%	4%	-12%	390%[activator]	-7%	46%[activator]	-10%	9%	8%
O=C(CCCC(=O)NC1CCCC1)NC1CCCC1
  5%	9%	-6%	-14%	6%	17%	12%	0%	-2%
CS/C(=N\S(=O)(=O)c1cccs1)Nc1cccc(Cl)c1C
  7%	11%	-12%	-9%	i	29%	3%	-1%	-1%
c1ccc(-c2csc(=Nc3cccnc3)n2CC2CCCO2)cc1 (stereo unspecified)
  9%	0%	-20%	-10%	-1%	-11%	-6%	7%	u
COc1cc(NC(=S)N2CCN(c3ccccn3)CC2)cc(OC)c1OC
  -3%	15%	-33%	0%	-1%	25%	1%	-6%	-6%
COc1ccc(Cn2c(CO)cnc2SCC(=O)Nc2cc(C)on2)cc1
  -2%	3%	14%[11.4 µM]	5%	-2%	24%	9%	-4%	-27%
CN(C)c1ccc(CNC(=O)c2ccc3nc(Cc4ccccc4)oc3c2)cc1
  3%	19%	13%	-25%	4%	-4%[57 µM]	19%[57.1 µM]	8%	u
O=C(O)CCC(=O)c1ccc2c(c1)OCCO2
  -2%	-6%	7%	18%	-8%	62%[activator]	16%	18%	-10%
COc1ccc(CNC(=O)c2ccc3c(c2)N=C(C)c2c(C)ccc(C)c2S3)cc1
  12%	0%	18%	u	5%	32%	11%	9%	-28%
CN(CC1CCCN(CCc2ccc(Cl)cc2)C1)C(=O)c1ccoc1 (stereo unspecified)
  1%	-8%	-6%	u	i	27%	11%	1%	-15%
Cc1ccc(NC(=S)Nc2ccc3nc(-c4ccccn4)c(-c4ccccn4)nc3c2)cc1C
  u	5%	u	x	i	-23%	u	-6%	u
O=C1c2ccccc2C(Nc2ccc(Cl)cn2)N1c1cccnc1 (stereo unspecified)
  2%	-3%	-27%	7%	-8%	48%[activator]	7%[57.1 µM]	6%	-10%
O=C(CCc1c[nH]c2ccccc12)N=Nc1c(O)[nH]c2ccccc12
  -2%	10%	-3%	-8%	-6%	36%	-5%	-1%	-18%
COC(=O)c1nn(-c2ccccc2)c(Cl)c1/C=N/OCc1ccc(Cl)cc1Cl
  -2%	-1%	-6%	x	-1%	29%	11%	-4%	11%
CCC1(c2ccccc2)NC(=O)N(CC(=O)Nc2ccccc2C(=O)NC2CC2)C1=O (stereo unspecified)
  4%	0%	-9%	0%	4%	37%	10%	-2%	-11%
COC(=O)c1ccc(NC(=O)CSc2nnc3c4ccccc4n(C(C)C)c3n2)cc1
  3%	-7%	-15%	-13%	-5%	24%	0%	-9%	-13%
Cn1nc([N+](=O)[O-])nc1Oc1ccc(C(C)(C)C)cc1
  7%	-5%	-20%	-5%	-8%	14%	-14%	4%	-13%
Cc1nn(CC(=O)N(CC(C)C)C2CCS(=O)(=O)C2)c(C)c1[N+](=O)[O-] (stereo unspecified)
  -2%	-7%	-25%	-2%	i	23%	18%[57.1 µM]	-2%	-5%
Clc1cncc(Cl)c1NNc1c2ccccc2nc2ccccc12
  -9%	7%	-30%	-12%	-2%	1%	0%	-2%	u
O=C(Cn1ccc2ccccc2c1=O)NCCC(=O)NC1CCN(Cc2ccccc2)CC1
  -7%	1%	23%	-8%	-12%	11%	6%	0%	2%
CC12CC(c3ccccc3O1)C(C(=O)N1CCOCC1)C(=O)N2 (stereo unspecified)
  0%	5%	5%	3%	-10%	4%	22%	x	-14%
COc1ccc(CCNC(=O)/C=C/c2ccco2)cc1OC
  3%	20%	u	u	-3%	-15%	7.9µM*	0%	-16%
CC1=C(C(=O)NC2CCC(C)CC2)C2(CCC(C)CC2)OC1=O (stereo unspecified)
  0%	-13%	2%	29%	i	34%	6%[57.1 µM]	4%	-6%
O=C1CC(c2ccccc2)CC(O)=C1C=NCCN1CCN(C(=O)Nc2ccccc2)CC1 (stereo unspecified)
  -3%	0%	15%	5%	i	40%[activator]	-24%	-2%	-5%
Cc1cc(=O)[nH]c(SCC(=O)N2CCCC(C)C2)n1 (stereo unspecified)
  -1%	u	15%	-10%	0%	-14%	21%	0%	-16%

Screening data as filed in PubChem.
